# Assay outcomes as filed in PubChem.
# cardiac RTF act: cardiac RTF calcium sensitivity activators, primary screen, biochemical, IANBD-TnC fluorescence, EC20 calcium; IANBD-labeled TnC RTF fluorescence at EC20 calcium; 0% EC20 calcium, 100% full calcium; activation, % at 7.2 µM; actives 0.24% (n = 340,000);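 active = activation above the mean over all tested compounds plus 3 SD, cut at about 30% in these data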;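 note: rise in fluorescence read as greater calcium sensitivity of cardiac thin filaments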
# Arr AP2 block: inhibitors of beta-arrestin/AP2 binding, primary screen, biochemical, GPCR trafficking, flow cytometry | beta-arrestin 1 C-terminal peptide binding to AP2 beta2-adaptin appendage (human) | FITC-arrestin peptide / GST-AP2 beads; AP2 beta2 appendage carries R879A mutation | inhibition, % at 10 µM | actives 0.31% (n = 340,000) | AID 504490, 2011;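 active = inhibition above a set limit, near 3 SD of compounds lacking own fluorescence, cut at about 54% in these data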;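 note: plate controls were DMSO wells for no effect and 5 µM unlabelled arrestin peptide for full effect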
#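 Measured by: flow cytometry, FL1 (488/535 nm); Material: AP2 appendage R879A on GSH beads; Evaluation: percent response; Timing: pre-incubation 12 min, peptide binding 1 h, room temperature; Also added: 50 nM FITC-arrestin peptide; Medium: PBS with 0.05% Tween 20 and 0.1% BSA.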
# Wnt act: Wnt/beta-catenin pathway activators, primary screen, cell-based, plate reader, single point; Wnt/beta-catenin reporter cell assay, activator; actives 1.2% (n = 300,000); activation, % at 9.35 µM; AID 743398, 2014; in the data active = activation above about 30%, passing the limit was not always enough;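 note: 0% = neutral control wells and 100% = positive control wells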
# Keap1 Nrf2 FP: Keap1-Nrf2 protein-protein interaction inhibitors, primary screen, biochemical, fluorescence polarization, single point. Kelch-like ECH-associated protein 1 (Homo sapiens), Q14145. Keap1 Kelch-Nrf2 peptide fluorescence polarization, 1536-well. inhibition, % at 9.4 µM. actives 0.15% (n = 340,000). AID 504523, 2011; in the data active = inhibition above about 12%;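 note: human Keap1 Kelch domain with fluorescein labeled Nrf2 9mer peptide probe; 0% = neutral control wells and 100% = peptide positive control; higher means more block of Keap1 binding to Nrf2 peptide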
# Target sequence (Q14145 whole entry, looked up, the tested form may be a part): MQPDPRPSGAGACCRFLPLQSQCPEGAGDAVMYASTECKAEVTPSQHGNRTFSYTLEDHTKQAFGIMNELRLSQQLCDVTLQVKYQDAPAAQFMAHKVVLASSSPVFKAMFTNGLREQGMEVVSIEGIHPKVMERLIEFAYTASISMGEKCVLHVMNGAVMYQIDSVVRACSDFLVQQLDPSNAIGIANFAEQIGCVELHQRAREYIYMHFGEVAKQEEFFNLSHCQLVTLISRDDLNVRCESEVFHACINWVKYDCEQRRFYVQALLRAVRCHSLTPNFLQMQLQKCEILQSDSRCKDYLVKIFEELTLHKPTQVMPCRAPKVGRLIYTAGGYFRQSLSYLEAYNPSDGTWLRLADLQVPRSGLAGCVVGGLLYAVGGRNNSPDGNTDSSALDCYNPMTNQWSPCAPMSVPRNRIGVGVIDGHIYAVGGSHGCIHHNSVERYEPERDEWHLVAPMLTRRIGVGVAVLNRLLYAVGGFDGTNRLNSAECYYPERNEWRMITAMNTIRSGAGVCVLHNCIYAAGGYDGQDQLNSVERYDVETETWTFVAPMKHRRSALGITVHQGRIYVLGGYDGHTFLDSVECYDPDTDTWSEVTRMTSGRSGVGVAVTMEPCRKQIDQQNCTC
# Cardiac RTF inh: cardiac RTF calcium sensitivity inhibitors, primary screen, biochemical, IANBD-TnC fluorescence, EC70 calcium. Troponin I, cardiac muscle (Homo sapiens) + Troponin T, cardiac muscle (Homo sapiens) + …. IANBD-labeled cardiac RTF, Ca2+ fluorescence. inhibition, % at 7.15 µM. actives 0.12% (n = 340,000);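 active = inhibition above the mean inhibition of all tested compounds plus 3 SD, cut at about 17% in these data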;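 note: assay run at fixed EC70 calcium of 1.6 mM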
# V-ATPase pH: regulators of yeast V-ATPase proton pumping, primary screen, pHLuorin cytosolic pH fluorescence. S. cerevisiae. response, % at 10 µM. actives 0.37% (n = 350,000). AID 504577, 2011; in the data active = response mostly above about 7.3%, no sharp cut-off; inactive = mostly below about 5.4%; note: actives read high; inactives centre near 0; some compounds called inactive have numbers as strong as hits; reference of the scale not given here
# MOR-DOR ag: agonists of OPRM1-OPRD1 heterodimerization, primary screen, cell-based, luminescence. activation, % at 9.3 µM. actives 0.3% (n = 340,000). Mu-type opioid receptor (Homo sapiens) + Delta-type opioid receptor (Homo sapiens), …. cells; in the data active = activation above about 18%;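 note: 0% = vehicle-treated cells and 100% = reference agonist; values of inactives mirror those of a sister screen read the other way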
# LANA DNA inh: inhibitors of KSHV C-LANA binding to DNA, primary screen, biochemical, fluorescence polarization, FAM-LBS DNA, MBP-C-LANA, single point; AID 504423, 2011; actives 0.078% (n = 340,000); inhibition, % at 9 µM;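 active = highest replicate inhibition at or above 60% at 9 µM, even if other replicates fall short; inactive = all replicates below 60% inhibition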;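 note: 0% = neutral control wells and 100% = 4 µM acridine orange control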
# MOR-DOR inv ag: inverse agonists of MOR-DOR heterodimerization, primary screen, cell-based, luminescence; cell-based MOR-DOR heterodimer luminescence, inverse agonism; inhibition, % at 9.3 µM; AID 504357, 2011; actives 0.21% (n = 340,000); Mu-type opioid receptor (Homo sapiens) + Delta-type opioid receptor (Homo sapiens), …; in the data active = inhibition above about 22%, passing the limit was not always enough;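 note: 0% = cells with DMSO and 100% = wells without cells with DMSO; values of inactives mirror those of a sister screen read the other way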
# DSG3 Ab inh: inhibitors of pemphigus antibody binding to DSG3, primary screen, biochemical, bead-based, flow cytometry, scFv-GFP. DSG3-coupled beads, scFv-anti-DSG3-GFP binding; stronger effect = lower value. binding (percent of control), % at 10 µM. Desmoglein-3 (Homo sapiens), P32926. actives 0.48% (n = 310,000);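 active = binding more than 3 SD below its plate's average and above zero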;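 note: hits lower antibody fragment binding to DSG3; some compounds called inactive have numbers as strong as hits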
# The depositor's hits bear a star; / = not tested or not shown. An unsorted share of the library. Share with any hit: about 3.1%.
# Values run as follows: cardiac RTF act	Arr AP2 block	Wnt act	Keap1 Nrf2 FP	Cardiac RTF inh	V-ATPase pH	MOR-DOR ag	LANA DNA inh	MOR-DOR inv ag	DSG3 Ab inh
> COc1ccccc1OCC(=O)Nc1ccc(S(=O)(=O)N2CCCCCC2)cc1
→ 1	-4	-3	0	3	-3	1.2	-0.6	-7	102
> CCOC(=O)CCCNC(=O)CCNC(=O)c1ccc(OCCC(C)C)cc1
→ /	7	-3	/	/	1	/	/	/	115
> CCC(C)(C)NC(=O)C(c1ccc(C)cc1)N(CCN1CCOCC1)C(=O)CNC(=O)c1cccs1 (centres undefined)
→ 0	40	-2	1	-9	1	0.4	2.4	-2	95
> COc1ccc(C(=O)Nc2ccc(N3CCCCCC3)cc2)cc1S(=O)(=O)N1CCOCC1
→ -4	24	-2	2	2	-1	1.6	-0.5	-7	97
> Cc1ccc2c(C)c(C(=O)Nc3nnc(C)s3)oc2c1
→ -1	4	/	-3	-14	5	1.1	0.2	-6	103
> CCn1cc(C(=O)NCCCOC)c2cc(OC)c(OC)cc2c1=O
→ 9	-2	/	-5	-2	5	0.3	-1.2	-2	/
> CC(C)NCC(=O)NC12CC3CC(CC(C3)C1)C2
→ -1	-27	/	-2	-10	1	-4.0	-1.3	20	102
> O=C(c1cc2ccccc2o1)N1CCN(c2cccc(Cl)c2)CC1
→ -3	39	0	1	-6	1	0.6	-0.8	-3	101
> Cn1c(N)c(C(=O)COC(=O)Cc2ccc(Cl)cc2Cl)c(=O)n(C)c1=O
→ -7	-16	0	-1	-5	5	1.0	0.0	-6	99
> CCN1C(=O)/C(=C\N2CCCc3ccccc32)SC1=S
→ -5	-3	/	-1	8	0	-1.8	0.3	10	104
> N=C1C(c2ccccc2)=C(O)CN1c1cccc(S(=O)(=O)N2CCCCC2)c1
→ -4	22	-1	-1	4	0	-1.6	-2.1	8	97
> CCCSc1nc2c(cnn2-c2ccc(Cl)cc2)c(=O)[nH]1
→ 3	5	/	-8	-4	2	0.4	-0.7	-2	104
> COc1ccc(S(=O)(=O)NCc2ccc(C(=O)NCCCN3CC(C)CC(C)C3)cc2)cc1 (centres undefined)
→ 5	-6	-1	-5	-3	8	-1.7	0.6	9	102
> Cc1ccc(C(=O)NCCc2ccc(S(N)(=O)=O)cc2)o1
→ -2	-7	0	2	1	1	-1.3	-0.9	7	97
> CCc1ccc(NC(=O)c2ccc(NC(=O)C3CCCO3)cc2)cc1 (centres undefined)
→ -1	6	/	-4	-4	2	-0.8	-0.1	6	111
> CCOc1cc(-c2noc(CCC(=O)NC3CCCCC3)n2)ccc1OC
→ -1	-6	-2	-6	-9	11	1.5	-0.2	-12	130
> COc1ccc(CC(=O)N[C@@H]2c3cc(OC)c(OC)cc3C[C@H]2OCc2ccccc2)cc1
→ 1	0	-2	-2	0	1	-3.6	-0.2	17	100
> CN(CC(=O)Nc1ccc(Cl)cc1)C1=NS(=O)(=O)c2ccccc21
→ -3	6	0	1	-3	-3	-2.0	-1.9	11	102
> O=C(COc1ccccc1)N1CCN(S(=O)(=O)Cc2ccccc2)CC1
→ 7	7	/	-7	-16	-2	0.3	0.7	-2	90
> Cc1ccc(S(=O)(=O)N2CCN(C)CC2)cc1[N+](=O)[O-]
→ 7	-9	0	-4	0	-1	-1.2	0.0	6	101
> Cc1ccc2[nH]c3c(=O)n(CCN4CCOCC4)cnc3c2c1
→ 4	-40	/	-1	-26	-3	0.5	-1.5	-3	107
> Cc1ccc(C2=NN(S(=O)(=O)c3ccccc3)C(c3ccccc3O)C2)cc1 (centres undefined)
→ 4	-12	22	-11	-4	/	14	-2.3	-104	228
> CC(=NNC(=O)c1ccncc1)c1ccc(O)cc1O
→ 3	-8	-3	-3	-3	5	-1.6	-0.9	8	/
> COc1ccc(/C=N/NC(=O)CCn2c3ccccc3c3ccccc32)cc1OC
→ 9	3	-5	-4	-5	4	2.8	-0.1	-13	/
> CCOc1ccc2nc(SCC(=O)NC3CCCc4ccccc43)sc2c1 (centres undefined)
→ -1	-2	-2	-4	-16	-81	7.2	-3.1	-49	64*
> CC(=O)c1cccc(NC(=O)Nc2cnn(Cc3ccc(Cl)cc3Cl)c2)c1
→ -4	10	/	-5	-4	-1	1.1	0.4	-5	108
> CCCCCCCCCCCCC/C=C/[C@@H](O)[C@@H](N)CO
→ -2	-1	-4	6	4	2	0.7	-3.4	-4	113
> Cc1ccc2nc3sc(C(=O)NCc4ccco4)c(N)c3cc2c1
→ 1	-7	/	-29	-24	1	-1.0	6.0	5	104
> COc1ccc(OC)c(CN2CCN(c3ccc(S(=O)(=O)N4CCCC4)cn3)CC2)c1
→ 1	29	-1	3	-8	1	-1.3	-0.9	5	/
> Cn1cnnc1SCNC(=O)C(F)(F)F
→ 6	1	/	-4	-1	-3	0.7	-0.4	-4	100
> O=C(COc1ccc(S(=O)(=O)N2CCCC2)cc1)N1CCCC1
→ -1	-3	-2	-7	-16	3	0.0	1.1	0	123
> Cc1nc2c(-c3ccccc3)c(C)nn2c(C)c1CCC(=O)NCc1ccco1
→ 6	12	-2	-2	-4	5	-1.5	2.3	8	87
> CCC(C)N1CC(C(=O)O)CC1=O (centres undefined)
→ 7	12	/	-8	-10	-5	-0.7	0.9	4	110
> COc1cccc(/C(N)=N/OC(=O)Cc2ccccc2[N+](=O)[O-])c1
→ 11	8	-3	1	8	14*	-0.3	0.5	2	109
> CCOC(=O)CCC(NC(=O)c1cncc(O)c1)C(=O)OCC (centres undefined)
→ 3	25	-3	-4	2	-1	-0.9	-0.4	5	/
> O=C(C[C@H]1C[C@H](C(=O)N2CCCCC2)[C@@]2(CCc3ccccc3)c3[nH]c4ccc(Cl)cc4c3CCN2C1=O)NCCN1CCOCC1
→ -2	4	/	0	-2	-2	-2.3	0.2	11	100
> O=C1NC2=C(CCc3ccccc32)C(c2ccccc2)N1 (centres undefined)
→ 11	8	-1	-1	2	-1	-2.9	1.0	15	90
> O=C(NCCC1=CCCCC1)c1ccc(Cl)c(S(=O)(=O)Nc2ccccc2)c1
→ 2	-50	-2	3	-1	-5	0.5	-0.9	-3	104
> O=C(O)c1sccc1OCc1ccccc1
→ -8	2	0	-5	-4	2	-0.4	1.3	2	85
> O=C(c1ccc(-c2cccc(Cl)c2)o1)N1CCN(c2ccc([N+](=O)[O-])cc2)CC1
→ -1	20	-4	-4	-8	-1	-0.7	-1.2	4	128
> CC1CCN(Cc2ccc(-c3nnn(CC(=O)Nc4ccccc4Cl)n3)cc2)CC1
→ 2	32	-3	2	-7	-2	1.5	-0.5	-8	101
> Cn1cc(C2N3CC4(C)CN2CC(C)(C3)C4=O)c2ccccc21 (centres undefined)
→ 3	-9	-2	2	2	2	-1.7	-0.5	9	99
> C=C(c1ccc(OCCO)cc1)c1ccc(OCCO)cc1
→ -1	-3	/	-4	-5	0	-0.7	-0.6	3	88
> CCCCNC(=O)C1CCC(CNc2nc(=S)[nH]c3ccccc23)CC1 (centres undefined)
→ -3	3	0	2	-6	1	0.5	-0.5	-2	/
> COc1ccc(CCNC(=O)C2CCN(Cc3nc(-c4ccc(Cl)cc4)oc3C)CC2)cc1OC
→ 7	19	-2	0	0	-1	-1.2	0.8	6	87
> Cc1ccc(C)c(S(=O)(=O)N2CCC(c3nc4c(nnn4Cc4ccc5c(c4)OCCO5)c(=O)[nH]3)CC2)c1
→ 0	0	-2	-3	-17	-4	-1.1	0.2	6	113
> CC(=O)c1cccc(N(C(=O)c2cnccn2)C(C(=O)NCc2ccccc2)c2ccco2)c1 (centres undefined)
→ -6	-8	1	0	12	-3	-2.1	-1.0	13	108
> COc1ccc(CN(C(=S)Nc2ccccc2)C2CC(=O)N(c3ccccc3)C2=O)cc1 (centres undefined)
→ -5	-6	7	-6	-7	0	-1.9	-0.3	10	121
> Cc1ccc(C(=O)c2cncc(Br)c2)cc1
→ 3	18	-5	0	-6	-3	0.5	0.9	-3	/
> CCn1c(CNC(=O)Cc2ccc(OC)cc2)nnc1SCC(=O)Nc1nccs1
→ -7	8	/	0	-5	-2	5.1	1.0	-29	100
> CC1(C)C2CCC1(CS(=O)(=O)NCc1ccc(C(=O)O)cc1)C(=O)C2 (centres undefined)
→ -9	5	/	7	-6	0	-1.1	-2.4	6	90
> CCOC(=O)/C(N=Nc1c(C)n(C)n(-c2ccccc2)c1=O)=C(/O)c1ccccc1
→ 0	14	-1	-2	-10	-1	-2.2	-0.6	13	109
> COC(=O)c1cc(CNC(=O)Cc2ccsc2)ccc1OC
→ -6	-5	-2	-7	-9	0	0.1	-2.1	-1	/
> Cc1c(C#N)c(N=CN(C)C)c(C(=O)c2ccc(Br)cc2)n1-c1ccc(Cl)cc1
→ 1	-4	/	0	-5	1	-0.9	-1.3	4	102
> CSc1nc2cc(Oc3cccc(Cl)c3Cl)c(Cl)cc2[nH]1
→ 3	2	0	6	13	2	2.9	1.8	-16	101
> OCCNc1nc(NCCC2=CCCCC2)nc(N2CCOCC2)n1
→ -1	0	/	2	-9	-2	2.2	0.0	-12	112
> Cc1cc(O)cc(O)c1C=NCc1ccco1
→ -1	7	-3	-2	-26	3	4.9	0.1	-33	97
> CC(=O)N1CCN(c2ccc(NC(=O)c3cccc(C)c3)cc2)CC1
→ 4	17	5	-3	-2	7	4.2	2.3	-21	103
> CSc1nncn1/N=C/c1ccc2c(c1)OCO2
→ 9	6	-1	-5	-6	3	0.0	-2.1	0	102
> CCCc1c(O)nc(SCCN(CC)CC)[nH]c1=O
→ -2	3	4	2	-8	-2	-3.4	-1.3	21	95
> COC(=O)/C(=C\Nc1cccc(Cl)c1C)c1ncc(C(F)(F)F)cc1Cl
→ -5	-4	/	-5	-3	-1	-2.5	0.1	12	96
> CCOCCOC(=O)c1ccc(NC(=O)c2cc(OC)c(OC)c(OC)c2Br)cc1
→ 3	17	-7	2	-6	-3	-0.2	-1.1	1	94
